From PubChem
FBW7 act: activators of human E3 ligase FBW7; Q969H0; AlphaScreen FBW7–phospho-cyclin E peptide binding, activator screen; normalized activity (activation), % at 26.1 µM; 0.13% of 650,000 active; in the data active = normalized activity above about 1.9%;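 note: purified mutant Fbw7 with reduced substrate affinity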
GPR151 activ: human GPR151 activation | Q8TDV0 | PathHunter beta-arrestin GPR151 cells, luminescence | activation, % at 11.2 µM | 1% of 650,000 active; in the data active = activation above about 4.9%;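 note: 0% = median of compound wells and 100% = cells with positive control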
Target sequence (Q8TDV0 whole entry, looked up): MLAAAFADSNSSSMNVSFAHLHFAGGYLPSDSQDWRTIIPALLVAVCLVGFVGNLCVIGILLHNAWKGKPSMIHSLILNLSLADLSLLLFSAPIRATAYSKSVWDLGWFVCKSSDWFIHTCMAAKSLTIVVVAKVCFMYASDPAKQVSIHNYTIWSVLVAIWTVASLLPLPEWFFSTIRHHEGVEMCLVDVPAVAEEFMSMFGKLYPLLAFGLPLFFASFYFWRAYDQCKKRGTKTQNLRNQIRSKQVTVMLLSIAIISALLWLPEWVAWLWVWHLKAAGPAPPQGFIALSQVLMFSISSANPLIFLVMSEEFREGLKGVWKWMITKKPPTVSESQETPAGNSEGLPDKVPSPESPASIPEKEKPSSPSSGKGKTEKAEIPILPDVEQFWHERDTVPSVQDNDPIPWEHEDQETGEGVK
TEAD-YAP block: TEAD-YAP interaction inhibition; inhibition, % at 9.12 µM; HEK-TIYL cells, TEAD-Gal4/YAP UAS-luciferase luminescence; 1.4% of 640,000 active; AID 1259422; in the data active = inhibition above about 32%;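 note: 0% = median of test compound wells and 100% = reference inhibitor wells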
MITF inh: blocks human microphthalmia-associated transcription factor; AlphaScreen MITF homodimerization, bead proximity signal; inhibition, % at 2.6 µM; 0.91% of 650,000 active; in the data active = inhibition above about 50%;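 note: 0% = vehicle wells with protein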
Target sequence (O75030 whole entry, looked up): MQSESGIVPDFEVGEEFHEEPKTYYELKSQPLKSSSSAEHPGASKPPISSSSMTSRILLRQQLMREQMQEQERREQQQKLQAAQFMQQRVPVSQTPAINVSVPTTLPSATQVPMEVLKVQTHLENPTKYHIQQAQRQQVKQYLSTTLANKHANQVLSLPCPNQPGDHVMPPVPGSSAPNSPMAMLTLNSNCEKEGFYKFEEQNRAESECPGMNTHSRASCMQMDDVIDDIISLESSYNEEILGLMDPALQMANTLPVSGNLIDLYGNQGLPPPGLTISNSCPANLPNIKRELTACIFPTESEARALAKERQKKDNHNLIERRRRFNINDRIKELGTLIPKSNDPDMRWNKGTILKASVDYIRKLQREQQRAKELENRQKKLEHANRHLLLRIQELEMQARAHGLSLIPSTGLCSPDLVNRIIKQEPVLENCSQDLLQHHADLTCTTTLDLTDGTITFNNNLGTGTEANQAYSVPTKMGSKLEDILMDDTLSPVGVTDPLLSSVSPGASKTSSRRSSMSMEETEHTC
Active calls of the source: *.

Screening COC(=O)COc1ccc2c(=O)c(Oc3ccc(OC)cc3)coc2c1 returned FBW7 act -0.1, GPR151 activ 0.6, TEAD-YAP block -6 and MITF inh -5.
For CN(CCOc1ccccc1)C(=O)c1cc(COc2c(F)cccc2F)on1 the results were FBW7 act 0.0, GPR151 activ 0.3, TEAD-YAP block -12 and MITF inh 5.
Screening COC(=O)C(CCSC)NC(=O)c1cccc(Br)c1 (centres undefined) returned FBW7 act 0.0, GPR151 activ -0.1, TEAD-YAP block 5 and MITF inh 0.
Screening O=C(Nc1ccc2oc(-c3cccnc3)nc2c1)c1ccc(Cl)c([N+](=O)[O-])c1 returned FBW7 act 0.0, GPR151 activ 4.2, TEAD-YAP block -13 and MITF inh -2.
CC(C)(C)NC(=O)NC(=O)COC(=O)CN1C(=O)C2CCCCC2C1=O (centres undefined) was read as FBW7 act 0.1, GPR151 activ 1.2, TEAD-YAP block -1 and MITF inh -4.
For Cc1cccc(N(CC(=O)NCCSCc2ccccc2)S(C)(=O)=O)c1C the results were FBW7 act 0.1, GPR151 activ -0.2, TEAD-YAP block 7 and MITF inh -1.
Screening O=C(O)C1CC=C(Cl)CC1C(=O)Nc1ccc(Cl)c(Cl)c1 (centres undefined) returned FBW7 act 0.1, GPR151 activ 0.1, TEAD-YAP block -5 and MITF inh 7.
COc1ccc(/C=C2\NC(=S)NC2=O)c(OC)c1OC was read as FBW7 act 0.3, GPR151 activ 0.6, TEAD-YAP block 12 and MITF inh -16.
For c1ccc2c(c1)CCCC2NC1=NCCC1 (centres undefined) the results were FBW7 act 0.2, GPR151 activ -0.9, TEAD-YAP block -2 and MITF inh 5.
For O=C(NCc1ccccc1Cl)c1ccc(S(=O)(=O)N2CCCC2)o1 the results were FBW7 act 0.2, GPR151 activ 2.0, TEAD-YAP block -6 and MITF inh -10.
Screening CC1CN(CCC(=O)N2CCC[C@H]2C(N)=O)Cc2cc(Cl)ccc2O1 (some centres undefined) returned FBW7 act 0.6, GPR151 activ 0.0, TEAD-YAP block -1 and MITF inh 3.
Screening COc1ccccc1NC(=O)Cn1c(C)cc2ccccc2c1=O returned FBW7 act -0.1, GPR151 activ 0.8, TEAD-YAP block -2 and MITF inh -37.
Screening CCCCN(C)C(=O)c1cc(-c2ccccc2)n[nH]1 returned FBW7 act 0.0, GPR151 activ 0.5, TEAD-YAP block -21 and MITF inh 2.
Screening C=C(C)Cn1c(SCC(N)=O)nc2sc3c(c2c1=O)CCCC3 returned FBW7 act 0.1, GPR151 activ 1.7, TEAD-YAP block 1 and MITF inh 11.
`COCCCNC(=O)Cn1nnc(-c2ccccc2NC(=O)c2ccc(OC)cc2)n1` gave FBW7 act 0.0, GPR151 activ -0.5, TEAD-YAP block 5 and MITF inh 7.
`CC(C)c1ccc(NC(=O)CSc2nc3[nH]ncc3c(=O)n2-c2cccc(Cl)c2Cl)cc1` gave FBW7 act -0.1, GPR151 activ 0.7, TEAD-YAP block 16 and MITF inh -4.
COc1ccc(-c2nc(NCc3cccnc3)c3ncn(CCN4CCCC4=O)c3n2)cc1 was read as FBW7 act 0.1, GPR151 activ -0.7, TEAD-YAP block 1 and MITF inh 17.
For CN(Cc1nc2ccccc2n1C)C(=O)c1cccs1 the results were FBW7 act 0.5, GPR151 activ 0.1, TEAD-YAP block 16 and MITF inh 10.
Screening CC12CN3CC(C)(CN(C1)C3c1ccc(Br)cc1)C2 (centres undefined) returned FBW7 act 0.0, GPR151 activ 1.3, TEAD-YAP block 1 and MITF inh 9.
CC(C)n1cnc2c(NCc3cccc(C(F)(F)F)c3)nc(-c3ccc4c(ccn4C)c3)nc21 was read as FBW7 act 0.2, GPR151 activ -1.9, TEAD-YAP block 0 and MITF inh 19.
`CC(=O)Oc1ccc(N2C(=O)C3C4C=CC(O4)C3C2=O)cc1` (centres undefined) gave FBW7 act 0.0, GPR151 activ -0.3, TEAD-YAP block 6 and MITF inh 10.
`CC(C)Sc1nc2c(c(=O)[nH]c(=O)n2C)n1Cc1cccc(Br)c1` gave FBW7 act 0.0, GPR151 activ 0.1, TEAD-YAP block -3 and MITF inh 8.
`COc1ccc(NC(=O)c2nn3c(C(F)(F)F)cc(-c4ccccc4)nc3c2Br)c(OC)c1` gave FBW7 act 0.1, GPR151 activ 2.6, TEAD-YAP block -3 and MITF inh 1.
COc1ccc(CNC(=O)C(C(=O)c2ccc(F)cc2)n2ccccc2=O)cc1 (centres undefined) was read as FBW7 act 0.1, GPR151 activ -0.2, TEAD-YAP block -5 and MITF inh 1.
For CS(=O)(=O)N(CC(=O)NC1CCCCCC1)Cc1ccc(Cl)cc1 the results were FBW7 act 0.0, GPR151 activ 1.0, TEAD-YAP block -4 and MITF inh -1.
N#CC1=C(N)Oc2n[nH]c(-c3cccs3)c2C1c1ccc(O)cc1 (centres undefined) was read as FBW7 act -0.6, GPR151 activ 0.6, TEAD-YAP block -21 and MITF inh 3.
O=C(Oc1ccccc1NC1=NS(=O)(=O)c2ccccc21)c1ccccc1Cl was read as FBW7 act 0.0, GPR151 activ 1.9, TEAD-YAP block 60* and MITF inh 13.
Screening COC(=O)c1ccc(CN2CCN(c3cccc(S(C)(=O)=O)c3)C2=O)cc1 returned FBW7 act 0.1, GPR151 activ -2.6, TEAD-YAP block -13 and MITF inh 9.
For CCOc1ccc(NC(=O)c2ccc(F)c(S(=O)(=O)NC(c3ccccc3)c3ccccc3)c2)cc1 the results were FBW7 act -0.1, GPR151 activ 0.7, TEAD-YAP block 10 and MITF inh 8.
For O=C1CSC(c2ccccc2)N1c1ccc(Br)cc1 (centres undefined) the results were FBW7 act -0.1, GPR151 activ 0.7, TEAD-YAP block -18 and MITF inh -2.
`FC(F)(F)c1cccc(CNc2ccnc(N3CCN(c4ccccn4)CC3)n2)c1` gave FBW7 act -0.1, GPR151 activ -1.3, TEAD-YAP block 2 and MITF inh -7.
CCCCCCCn1c(SCC)nc2c1c(=O)[nH]c(=O)n2C was read as FBW7 act -0.1, GPR151 activ 0.6, TEAD-YAP block 2 and MITF inh -4.
COc1ccc(C(=O)NCCC(=O)NCc2ccccc2Cl)cc1OC was read as FBW7 act -0.1, GPR151 activ -0.5, TEAD-YAP block -4 and MITF inh -11.
For COc1ccc(N2CSC3=C(C#N)C(c4ccccc4)CC(=O)N3C2)cc1 (centres undefined) the results were FBW7 act -0.1, GPR151 activ 0.2, TEAD-YAP block -26 and MITF inh 7.
O=C(Nc1nc2c(s1)CCCC2)C1=COCCO1 was read as FBW7 act 0.2, GPR151 activ -12, TEAD-YAP block 9 and MITF inh 8.
For O=C(Nc1ccc(Cl)c(Cl)c1)c1cc(S(=O)(=O)NCc2ccco2)ccc1F the results were FBW7 act 0.2, GPR151 activ -0.6, TEAD-YAP block 5 and MITF inh 6.
CCCc1nnc(SCC(N)=O)n1C was read as FBW7 act 0.1, GPR151 activ 0.0, TEAD-YAP block 13 and MITF inh -5.
Screening Nc1nnc(CS(=O)(=O)c2ccc(Cl)cc2)o1 returned FBW7 act 0.0, GPR151 activ 1.2, TEAD-YAP block -2 and MITF inh 6.
For COc1ccc(NC(C)=O)cc1NC(=O)CN1CCN(c2ccc(F)cc2)CC1 the results were FBW7 act -0.1, GPR151 activ -0.8, TEAD-YAP block -5 and MITF inh 4.
Screening COC(=O)c1ccccc1C1=C([N+](=O)[O-])C(c2ccc(Cl)cc2Cl)C(C#N)=C(N)O1 (centres undefined) returned FBW7 act 0.3, GPR151 activ -0.7, TEAD-YAP block 6 and MITF inh 3.
For CC(C)(C)C(=O)NC1CCN(CC(=O)Nc2ccccc2Cl)CC1 the results were FBW7 act -0.3, GPR151 activ 0.9, TEAD-YAP block 6 and MITF inh 3.
`O=C(O)CC(NS(=O)(=O)c1ccc2c(c1)OCCO2)c1ccccc1[N+](=O)[O-]` (centres undefined) gave FBW7 act 0.0, GPR151 activ -0.6, TEAD-YAP block -3 and MITF inh 8.
For C=CCOC(=O)C1=C(C)N=C2SCCC(=O)N2C1c1cccc(Br)c1 (centres undefined) the results were FBW7 act 0.2, GPR151 activ -0.9, TEAD-YAP block -15 and MITF inh -8.
CCOc1ccc(/C=N/NC(=O)c2ccccc2NC(=O)c2ccc(OC)cc2)cc1 was read as FBW7 act -0.2, GPR151 activ 1.2, TEAD-YAP block 55* and MITF inh -8.
`CCCCCCCC(=O)Nc1cccc(C(=O)OC)c1` gave FBW7 act 0.0, GPR151 activ -0.3, TEAD-YAP block -58 and MITF inh 1.
`CC(=O)c1cccc(NC(=O)N2CCCC2C(=O)Nc2cc(C)ccc2C)c1` (centres undefined) gave FBW7 act 0.2, GPR151 activ 1.4, TEAD-YAP block -18 and MITF inh 6.
Screening O=C(Nc1ccccc1)C(=O)Nc1ccccn1 returned FBW7 act -0.3, GPR151 activ -7.7, TEAD-YAP block 15 and MITF inh -4.
For CCc1c(C(=O)Nc2ccccc2)c(C)[nH]c(=S)c1C#N the results were FBW7 act 1.0, GPR151 activ 0.4, TEAD-YAP block 11 and MITF inh 7.
`COc1cccc2sc(=NC(=O)c3ccc([N+](=O)[O-])o3)n(C)c12` gave FBW7 act 0.0, GPR151 activ 4.8, TEAD-YAP block -2 and MITF inh 0.
Screening CC1C(C#N)=C(SCC#N)NC2=C1C(=O)CC(C)(C)C2 (centres undefined) returned FBW7 act -0.2, GPR151 activ 1.3, TEAD-YAP block 4 and MITF inh -3.
For CCOc1cc(CN2CCN(C(=O)c3ccccc3OC)CC2)ccc1OC the results were FBW7 act 0.6, GPR151 activ 0.0, TEAD-YAP block -3 and MITF inh 19.
Screening O=C(c1cccnc1)N1CCN(Cc2ccc(Br)cc2)CC1 returned FBW7 act -0.5, GPR151 activ 3.2, TEAD-YAP block 7 and MITF inh 69*.
`CCOC(=O)c1c(C)n(-c2cccc(Br)c2)c2ccc(O)cc12` gave FBW7 act 0.0, GPR151 activ -0.3, TEAD-YAP block -15 and MITF inh 0.
For COC(=O)c1ccc(C2C3=C(CC(c4ccccc4)CC3=O)Nc3ccccc3N2C(=O)CCC(=O)O)cc1 (centres undefined) the results were FBW7 act 0.0, GPR151 activ -0.6, TEAD-YAP block 6 and MITF inh 2.
For CC(C)COc1ccccc1C(=O)NCCC(=O)NN the results were FBW7 act 0.0, GPR151 activ -0.1, TEAD-YAP block -11 and MITF inh 1.
`CCCCCc1ccc(CC(=O)Nn2c(-c3ccc(F)cc3)nc3ccccc3c2=O)cc1` gave FBW7 act 0.4, GPR151 activ 0.8, TEAD-YAP block 14 and MITF inh -11.
Screening O=C(Cc1ccc(-n2c(=O)[nH]c3ccsc3c2=O)cc1)N1CCN(c2ccccn2)CC1 returned FBW7 act -0.1, GPR151 activ -0.7, TEAD-YAP block -3 and MITF inh 2.
For COc1cc(C(=O)Nc2nc(-c3ccc(C)cc3C)cs2)cc(OC)c1OC the results were FBW7 act -0.1, GPR151 activ 1.0, TEAD-YAP block 32* and MITF inh 4.
CCC1C(=O)NCCN1Cc1ccc2c(c1)CN(Cc1ncc(C)[nH]1)CCO2 (centres undefined) was read as FBW7 act 0.0, GPR151 activ 1.0, TEAD-YAP block -4 and MITF inh 10.
`Cc1nc(CN2CCN(C(=O)CCl)CC2)cs1` gave FBW7 act 0.1, GPR151 activ 4.2, TEAD-YAP block 48* and MITF inh 4.
Cc1cccc(CCNC(=O)CCNS(=O)(=O)c2cc(Br)cnc2N)c1 was read as FBW7 act -0.7, GPR151 activ -0.6, TEAD-YAP block 4 and MITF inh 8.

Gathered by group, the entries above with fluorine
For CN(CCOc1ccccc1)C(=O)c1cc(COc2c(F)cccc2F)on1 the results were FBW7 act 0.0, GPR151 activ 0.3, TEAD-YAP block -12 and MITF inh 5.
CC(C)n1cnc2c(NCc3cccc(C(F)(F)F)c3)nc(-c3ccc4c(ccn4C)c3)nc21 was read as FBW7 act 0.2, GPR151 activ -1.9, TEAD-YAP block 0 and MITF inh 19.
`COc1ccc(NC(=O)c2nn3c(C(F)(F)F)cc(-c4ccccc4)nc3c2Br)c(OC)c1` gave FBW7 act 0.1, GPR151 activ 2.6, TEAD-YAP block -3 and MITF inh 1.
COc1ccc(CNC(=O)C(C(=O)c2ccc(F)cc2)n2ccccc2=O)cc1 (centres undefined) was read as FBW7 act 0.1, GPR151 activ -0.2, TEAD-YAP block -5 and MITF inh 1.
For CCOc1ccc(NC(=O)c2ccc(F)c(S(=O)(=O)NC(c3ccccc3)c3ccccc3)c2)cc1 the results were FBW7 act -0.1, GPR151 activ 0.7, TEAD-YAP block 10 and MITF inh 8.
`FC(F)(F)c1cccc(CNc2ccnc(N3CCN(c4ccccn4)CC3)n2)c1` gave FBW7 act -0.1, GPR151 activ -1.3, TEAD-YAP block 2 and MITF inh -7.
For O=C(Nc1ccc(Cl)c(Cl)c1)c1cc(S(=O)(=O)NCc2ccco2)ccc1F the results were FBW7 act 0.2, GPR151 activ -0.6, TEAD-YAP block 5 and MITF inh 6.
For COc1ccc(NC(C)=O)cc1NC(=O)CN1CCN(c2ccc(F)cc2)CC1 the results were FBW7 act -0.1, GPR151 activ -0.8, TEAD-YAP block -5 and MITF inh 4.
`CCCCCc1ccc(CC(=O)Nn2c(-c3ccc(F)cc3)nc3ccccc3c2=O)cc1` gave FBW7 act 0.4, GPR151 activ 0.8, TEAD-YAP block 14 and MITF inh -11.
